# PGC1a acetyl inh – PGC1a acetylation modulation, inhibitor mode; U2OS PGC1a acetylation, AlphaScreen anti-acetyl-lysine; with virally co-expressed GCN5 acetyltransferase; inhibition, % at 15.6 µM; 350,000 tested, 0.17% active;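 active = every replicate shows inhibition of at least 40%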;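 note: 0% = neutral control wells and 100% = positive control wells; some results beyond the cut were filed as inactive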
# miR122 inh – blocks miR-122 activity in Huh7 sensor cells | 340,000 tested, 0.3% active | Huh7 miR-122 Renilla luciferase sensor, 48 h; neutral wells = 0, positive control = 100 | activation (reporter increase), % at 12.5 µM;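 active = mean replicate activation score at least 90 and every replicate individually at or above 90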;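 note: higher luciferase means less miR-122 activity so hits act as miR-122 inhibitors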
# FN deposit inh – fibronectin deposition inhibition; inhibition, % at 12.6 µM; 350,000 tested, 0.086% active; AID 743247; AH1F fibroblasts, Alexa488-fibronectin deposition fluorescence, overnight;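 active = mean inhibition across replicates of 30% or more, regardless of how many single replicates reach that level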;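 note: positive control wells lacked labelled fibronectin entirely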
#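 Material: AH1F fibroblast monolayer depositing Alexa488-labelled fibronectin into matrix / Amount: 10000 AH1F cells per well / Signal: fluorescence 485/525 nm / Medium: DMEM, 2% serum / Compound: single dose, pinned / Incubation: 1 h cell adhesion before compound, then overnight fibronectin incubation / Reagent: Alexa488-FN, 24 nM final / Read-out: inhibition of fibronectin deposition signal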
# Cneo AK release – causes C. neoformans cell lysis | adenylate kinase release luminescence, 4 h; normalised: neutral wells 0, clomiphene wells 100 | lysis activity, % at 15 µM | 360,000 tested, 0.2% active;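 active = mean lysis activity across replicates of at least 80%, whatever share of replicates individually reach that level; inactive = mean lysis activity below 80%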
#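 read-out = cell lysis signal | test system = log-phase Cryptococcus neoformans yeast cells | input = cells at 5 × 10^6 per mL | medium = fresh YPD growth medium | signal = luminescent adenylate kinase detection reagent | timing = 4 h at 37 °C static, read 1 h later | dosing = single dose | controls = Clomiphene as positive lysis control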
# PglD inh – PglD (C. jejuni) enzyme inhibition. purified PglD enzyme, DTNB colorimetric CoA detection. inhibition, % at 12.5 µM. 360,000 tested, 0.098% active; in the data active = inhibition above about 16%, passing the limit was not always enough; note: strong numbers were not always called active
# INS-1E GSIS act – primary screen for activators of insulin secretion dependent on glucose, INS-1E cells, GLuc reporter luminescence. INS-1E GLuc reporter insulin secretion, 2-3 h. activation, % at 16.6 µM. 370,000 tested, 0.61% active. AID 743287;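 active = lowest replicate activation of at least 40%, so every replicate reaches that level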;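 note: 0% = median of neutral control wells and 100% = median of IBMX positive control wells; some compounds called inactive have numbers as strong as hits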
# CFTR F508del cor – correctors of CFTR F508del function in bronchial epithelial cells; CFBE cells, YFP halide quenching; stimulated with forskolin plus potentiator P3; % fluorescence drop versus neutral controls; 350,000 tested, 0.36% active; AID 720511; activity (quench increase), % at 7.58 µM;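 active = mean added fluorescence quench of at least 8% versus neutral control, with both replicates also reaching 8%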;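 note: cells transiently co-express mutant CFTR-F508del with the halide-sensitive YFP; corrector assay measuring rescue of mutant channel to the surface after 24 h compound exposure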
# C2C12 statin – suppressors of simvastatin-induced myotoxicity in C2C12 myotubes; ATP luminescence, 48 h; scaled: DMSO 0, geranylgeraniol control 100; rescue of ATP level, % at 7.49 µM; 330,000 tested, 0.78% active;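 active = mean ATP rescue above about 67%, or every replicate alone reaching that limit, limit read from the data, passing the limit was not always enough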;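 note: myotubes were challenged with 10 µM simvastatin during compound exposure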
# Starred values were filed as active, the others as inactive; nt = not tested or not shown.
# Fields: PGC1a acetyl inh	miR122 inh	FN deposit inh	Cneo AK release	PglD inh	INS-1E GSIS act	CFTR F508del cor	C2C12 statin
CCOC(=O)NC(=O)/C(C#N)=N/Nc1c(F)cccc1F
 : 0	-7	nt	nt	nt	nt	nt	nt
Clc1ccc2c(c1)CCc1cccnc1C2=C1CCNCC1
 : nt	nt	nt	3	2	nt	nt	nt
CC(=O)NC(CC(C)C)C(=O)NC(Cc1ccccc1)C(N)=O (centres undefined)
 : nt	nt	nt	-6	1	nt	nt	nt
Cc1cc(C)c(S(=O)(=O)N2CCCCC2CCNC(=O)C(=O)NC2CC2)c(C)c1 (centres undefined)
 : nt	nt	nt	-2	2	nt	nt	nt
COc1ccc(S(=O)(=O)Nc2cc3c4c(c2)C(C)C(=O)N4CCC3)cc1OC (centres undefined)
 : nt	nt	nt	-1	5	nt	nt	nt
COc1ccccc1N(C)S(=O)(=O)c1ccc(C(=O)N2CCCC(C(F)(F)F)C2)cc1 (centres undefined)
 : nt	nt	nt	0	1	nt	nt	nt
C=CCN(C(=O)CCC(=O)Nc1cc(C)on1)C(C(=O)NC(C)(C)C)c1cccc(OC)c1OC (centres undefined)
 : nt	-11	3	nt	nt	nt	nt	nt
COc1cc(NC(=O)CCc2nc(-c3cccs3)no2)cc(OC)c1OC
 : nt	-7	5	nt	nt	nt	nt	nt
CCN(CC)CCn1c(-c2ccccc2)nc(=S)c2c1CC(C)(C)OC2
 : nt	-11	0	nt	nt	nt	nt	nt
CCOC(=O)C(C)Sc1ncc(OC)c(=O)[nH]1 (centres undefined)
 : nt	-3	-1	nt	nt	nt	nt	nt
Cc1ccccc1NC(=S)NC(NC(=O)C(C)(C)C)C(Cl)(Cl)Cl (centres undefined)
 : nt	28	3	nt	nt	nt	nt	nt
CCCCC(=O)Nc1ccc2c(c1)OCCO2
 : nt	-17	1	nt	nt	nt	nt	nt
COCC(C)NCc1cccc(OC)c1OC (centres undefined)
 : nt	-3	-12	nt	nt	nt	nt	nt
C=CCNc1nc(-c2c(C)nc3sccn23)cs1
 : nt	-3	1	nt	nt	nt	nt	nt
Cc1ccccc1N(CC(=O)N/N=C/c1ccc(N(C)C)cc1)C(=O)c1ccccc1
 : nt	-5	5	nt	nt	nt	nt	nt

# Reprinted at random: 2 entries already listed.
# Fields: PGC1a acetyl inh	miR122 inh	FN deposit inh	Cneo AK release	PglD inh	INS-1E GSIS act	CFTR F508del cor	C2C12 statin
CCCCC(=O)Nc1ccc2c(c1)OCCO2
 : nt	-17	1	nt	nt	nt	nt	nt
C=CCNc1nc(-c2c(C)nc3sccn23)cs1
 : nt	-3	1	nt	nt	nt	nt	nt

# Later entries.
# Fields: PGC1a acetyl inh	miR122 inh	FN deposit inh	Cneo AK release	PglD inh	INS-1E GSIS act	CFTR F508del cor	C2C12 statin
NNC(=O)CN1C(c2ccc(Cl)cc2)=Nc2ccc(Br)cc2C1c1ccccc1 (centres undefined)
 : nt	14	0	nt	nt	nt	nt	nt
NC(=O)CSC1=Nc2ccccc2C2=NC(CCC(=O)NCc3ccc(F)cc3)C(=O)N12 (centres undefined)
 : nt	-1	2	nt	nt	nt	nt	nt
CCn1c(SCC(=O)Nc2nccs2)nnc1-c1ccc(S(=O)(=O)N2CCCCC2)cc1
 : nt	-25	0	nt	nt	nt	nt	nt
Cc1ccc(CNC(=O)CSc2c3c(nc4ccc(Cl)cc24)CCCC3)o1
 : nt	-2	2	nt	nt	nt	nt	nt
CC(C)OC(=O)CSc1n[nH]c(-c2cccnc2)n1
 : nt	5	-1	nt	nt	nt	nt	nt
COCCNC(=O)CNC(=O)c1nn(-c2ccc(OC)c(Cl)c2)c(=O)c2ccccc12
 : nt	11	0	nt	nt	nt	nt	nt
CCS(=O)(=O)N1CCN(C(=O)CC(C)C)CC1
 : nt	-7	1	nt	nt	nt	nt	nt
COc1ccc(-c2nc(CSCC(=O)NC3CCCc4ccccc43)c(C)o2)cc1OC (centres undefined)
 : nt	-5	5	nt	nt	nt	nt	nt
Cc1ccc(C)c(S(=O)(=O)N2CCN(CC(=O)NC(=O)NCc3ccccc3)CC2)c1
 : nt	-15	-5	nt	nt	nt	nt	nt
Cc1cccc(CN2CCN(CC(=O)NCc3cccs3)C2=O)c1
 : nt	-6	3	nt	nt	nt	nt	nt
Cc1ccc(C(c2nnnn2C2CCCC2)N2CCN3CCCC3C2)cc1 (centres undefined)
 : nt	-15	-7	nt	nt	nt	nt	nt
CC(C)(C)OC(=O)N1CCOCCOCCN(C(=O)OC(C)(C)C)CCOCCOCC1
 : nt	12	4	nt	nt	nt	nt	nt
CCOC(=O)c1csc(NC(=O)c2ccc(S(=O)(=O)N(CC)CC)cc2)n1
 : nt	1	-5	nt	nt	nt	nt	nt
Cc1nc2ncnn2c(C)c1CCC(=O)N1CCCCC1
 : nt	-6	-3	nt	nt	nt	nt	nt
CCOC(=O)c1sc(N)c(C#N)c1CSc1nc2ccc(OCC)cc2[nH]1
 : nt	-12	0	nt	nt	nt	nt	nt
N#Cc1cn(CC(=O)NCCc2c[nH]c3ccccc23)c2ccccc12
 : nt	-5	-25	nt	nt	nt	nt	nt
COC(=O)c1ccccc1NC(=O)Cn1c(=O)oc2ccc(Cl)cc21
 : nt	0	1	nt	nt	nt	nt	nt
N#C/C(=C/c1ccc(OCc2ccccc2)cc1)C(=O)NC1CCCCC1
 : nt	-13	4	nt	nt	nt	nt	nt
CCc1cc2c(SCC(=O)c3cccs3)ncnc2s1
 : nt	11	-9	nt	nt	nt	nt	nt
COC(=O)CSc1nnc(-c2ccccc2O)n1-c1ccc(C)cc1
 : nt	6	4	nt	nt	nt	nt	nt
CCOc1ccccc1N(C(=O)CNC(=O)c1ccco1)C(C(=O)NC(C)(C)C)c1ccncc1 (centres undefined)
 : nt	-6	-7	nt	nt	nt	nt	nt
COc1ccc2nc(NC(=O)Cn3cnc4c(=O)n(C)c(=O)n(C)c43)sc2c1
 : nt	-9	-4	nt	nt	nt	nt	nt
CCCCNc1cc(=O)oc2ccccc12
 : nt	-4	3	nt	nt	nt	nt	nt
CC(C)(C)NC(=O)Cn1c(SCC(=O)Nc2nccs2)nc2ccccc21
 : nt	4	-6	nt	nt	nt	nt	nt
CC1(C)N([O-])C(c2ccccc2)=C[N+](=O)C1(C)C
 : nt	-4	11	nt	nt	nt	nt	nt
COC(=O)CSc1nnc(CSc2nc(C)cc(C)n2)n1Cc1ccco1
 : nt	-3	-7	nt	nt	nt	nt	nt
O=C(O)c1ccc(SCc2cnc(Cl)s2)cc1
 : nt	-15	1	nt	nt	nt	nt	nt
Cc1ccc(C(=O)Nc2ncnc3sc4c(c23)CCCCC4)cc1
 : nt	-13	-1	nt	nt	nt	nt	nt
CCCCOC(=O)c1ccc(NC(=O)C2CCCO2)cc1 (centres undefined)
 : nt	-21	-2	nt	nt	nt	nt	nt
Cc1oc(-c2cccs2)nc1CSCC(=O)NC1CC1
 : nt	-12	7	nt	nt	nt	nt	nt

# Next records
molecule	PGC1a acetyl inh	miR122 inh	FN deposit inh	Cneo AK release	PglD inh	INS-1E GSIS act	CFTR F508del cor	C2C12 statin
CCCCc1ccc(NC=C2C(=O)OC3(CCCCC3)OC2=O)cc1	nt	-10	7	nt	nt	nt	nt	nt
CC=Cc1ccc2n(c1=O)C[C@H]1[C@H](CO)[C@@H](C(=O)NCCc3ccncc3)[C@@H]2N1CCC(F)(F)F (mixture of isomers)	nt	nt	nt	nt	nt	5	nt	12
COc1ccc(-c2ccc3n(c2=O)C[C@H]2[C@H](CO)[C@@H](C(=O)N(C)C)[C@@H]3N2C(=O)c2cnccn2)cc1	nt	nt	nt	nt	nt	9	nt	27
O=C(NCc1ccccc1)[C@@H]1[C@@H](CO)[C@@H]2Cn3c(ccc(-c4cccnc4)c3=O)[C@@H]2N1Cc1cocn1	nt	nt	nt	nt	nt	4	nt	0
O=C(Nc1ccc(-c2ccccc2)cc1)[C@H]1[C@H](CO)[C@H]2Cn3c(cccc3=O)[C@@H]1N2Cc1ccncc1	nt	nt	nt	nt	nt	3	nt	28
Cc1ccc(NC(=O)CS(=O)CC(=O)N(c2ccc(C)cc2)C(C)C(=O)NC2CCCCC2)cc1 (centres undefined)	nt	11	nt	nt	nt	-15	nt	nt
CCCN1C2CCCC1CC(NC(=O)c1cc(OC)c(OC)c(OC)c1)C2 (centres undefined)	nt	1	nt	nt	nt	21	nt	nt
CCOc1ccc(N=C2NC(=O)S/C2=C\c2ccc(Cl)cc2)cc1	nt	-2	nt	nt	nt	44	nt	nt
CCC(Sc1nccn1C)C(=O)Nc1cccc2ccccc12 (centres undefined)	nt	-9	nt	nt	nt	19	nt	nt
CC1(C)CC2CC(C)(CN2C(=O)COC(=O)Cn2[nH]c(=O)c3ccccc3c2=O)C1 (centres undefined)	nt	-8	nt	nt	nt	10	nt	nt
O=C(CCN1CCN(c2ccccc2)CC1)Nc1ccccc1F	nt	-3	nt	nt	nt	-22	nt	nt
COc1ccc(C(=O)O)cc1S(=O)(=O)Nc1cccc(C)c1	nt	6	nt	nt	nt	5	nt	nt

# Arranged by molar mass (smallest number first): some entries from above.
molecule	PGC1a acetyl inh	miR122 inh	FN deposit inh	Cneo AK release	PglD inh	INS-1E GSIS act	CFTR F508del cor	C2C12 statin
CCS(=O)(=O)N1CCN(C(=O)CC(C)C)CC1	nt	-7	1	nt	nt	nt	nt	nt
CCCCOC(=O)c1ccc(NC(=O)C2CCCO2)cc1 (centres undefined)	nt	-21	-2	nt	nt	nt	nt	nt
COc1cc(NC(=O)CCc2nc(-c3cccs3)no2)cc(OC)c1OC	nt	-7	5	nt	nt	nt	nt	nt
COc1ccc(S(=O)(=O)Nc2cc3c4c(c2)C(C)C(=O)N4CCC3)cc1OC (centres undefined)	nt	nt	nt	-1	5	nt	nt	nt
Cc1cc(C)c(S(=O)(=O)N2CCCCC2CCNC(=O)C(=O)NC2CC2)c(C)c1 (centres undefined)	nt	nt	nt	-2	2	nt	nt	nt
NC(=O)CSC1=Nc2ccccc2C2=NC(CCC(=O)NCc3ccc(F)cc3)C(=O)N12 (centres undefined)	nt	-1	2	nt	nt	nt	nt	nt

# (more compounds)
molecule	PGC1a acetyl inh	miR122 inh	FN deposit inh	Cneo AK release	PglD inh	INS-1E GSIS act	CFTR F508del cor	C2C12 statin
Cc1csc(NC(=O)CSc2nnnn2C)n1	nt	3	nt	nt	nt	10	nt	nt
Cc1sc(NC(=O)CSc2nnc(COc3ccc(Cl)cc3)n2C)c(C#N)c1C	nt	2	nt	nt	nt	26	nt	nt
O=C(Nc1ccccc1F)c1ccc(COc2ccc(Cl)cc2Cl)o1	nt	2	nt	nt	nt	-16	nt	nt
CCn1c(SCC(=O)Nc2sc3c(c2C#N)CCCC3)nnc1-c1ccncc1	nt	5	nt	nt	nt	20	nt	nt
CCc1ccccc1N1CCN(S(=O)(=O)c2ccc(F)c(C)c2)CC1	nt	27	nt	nt	nt	-19	nt	nt
CC(C)[Si](C#CCCCC#N)(O[C@H](c1ccccc1)c1cn(Cc2cccc(Cl)c2)nn1)C(C)C	nt	nt	nt	-4	nt	nt	0.4	nt

# An excerpt. The share of hits here may be higher or lower than overall.
